Compound activity from PubChem.
SIAH1 antagonists = Siah-1 peptide-binding antagonists, primary screen, biochemical, fluorescence polarization, rhodamine-plectin, uHTS (AID 1817) | Siah-1 / rhodamine-plectin peptide fluorescence polarization; higher % means a stronger effect | one-dose displacement, % at 20 µM; IC50 in µM for titrated hits | hit rate 0.02% among 290,000;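 active = displacement of at least 50% at 20 µM, with a fluorescence ratio check between 0.3 and a set limit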;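 also: plate controls were Siah plus tracer with DMSO for no effect and tracer alone without Siah for full effect; strong numbers were not always called active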
Myeloid diff MLP = induction of myeloid progenitor differentiation, primary screen, cell-based, flow cytometry, MLPCN library | ER-HoxA9 myeloid progenitors, lysozyme-GFP differentiation | calls only at 10 µM | hit rate 1% among 360,000 | AID 624256, 2012;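 active = normalized GFP-positive differentiation at or above the plate's own cutoff, the solvent-only control mean plus 3 SD; inconclusive = no clear call, values can overlap the other calls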;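 also: cells exposed to compound for four days before flow analysis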
LYP inhibition = inhibitors of LYP phosphatase, biochemical, fluorescence intensity, uHTS (AID 1779). Tyrosine-protein phosphatase non-receptor type 22 (Homo sapiens). recombinant LYP phosphatase, fluorescence intensity; higher % means a stronger effect. inhibition, % at 11.5 µM, or IC50 in µM where a hit was titrated. hit rate 0.054% among 290,000;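 also: plate controls were vehicle with enzyme for no effect and no enzyme for full effect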
NS5 inhibitors = Dengue-2 NS5 methyltransferase inhibitors, primary screen, biochemical, confirmation dose response (AID 588689); inhibition, % at 25 µM; hits with a dose series show IC50 in µM; hit rate 0.3% among 340,000; Dengue-2 NS5 methyltransferase capping enzyme assay, biochemical; higher % means a stronger effect; in the data active = a potency from the dose series; inconclusive = inhibition above about 29% without an active follow-up result
AID2073 = inhibitors of Mint1-CaV2.2 protein interaction, biochemical, HTRF (AID 2073) | Voltage-dependent N-type calcium channel subunit alpha-1B (Homo sapiens) | HTRF protein-protein interaction, Mint1-CaV2.2; higher % means a stronger effect | inhibition, % at 20 µM; hits with a dose series show IC50 in µM | hit rate 0.19% among 290,000; in the data active = inhibition mostly above about 51%, no sharp cut-off; inconclusive = no clear call, values can overlap the other calls; inactive = mostly below about 53%; also: some results filed as inactive read as strong as hits
XIAP displacement = XIAP antagonists, biochemical, IAP family, fluorescence polarization (AID 1018). E3 ubiquitin-protein ligase XIAP (Homo sapiens). displacement, % at 20 µM; hits with a dose series show IC50 in µM. XIAP BIR domain, fluorescence polarization peptide displacement; higher % means a stronger effect. hit rate 0.007% among 200,000; in the data active = displacement above about 50%; also: a part of the inactive calls stands beside numbers as strong as those of hits
HIV fusion peptide = inhibitors of HIV fusion peptide binding, primary screen, biochemical, uHTS, fluorescence dequenching (AID 1986); cell-free peptide binding, fluorescence dequenching, 30 min; higher % means a stronger effect; inhibition, % at 20 µM, or IC50 in µM where a hit was titrated; hit rate 0.3% among 290,000; in the data active = inhibition mostly above about 52%, no sharp cut-off; inactive = mostly below about 76%; also: some results filed as inactive read as strong as hits
Hep lipid drop = inhibitors of hepatocyte lipid droplet formation, primary screen, imaging, high-throughput imaging, BODIPY stain; AML12 mouse hepatocytes, oleate lipid droplets; inhibition, % at 6.5 µM; hit rate 0.4% among 240,000;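 active = lipid droplet intensity inhibited by at least 50%, with more than 500 cells counted; inconclusive = wells with under 300 cells, treated as cytotoxic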
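Assay system: AML12 mouse liver cells | Compound dosing: One dose, 6.5 µM compound | Read-out basis: Droplet intensity reduction, % inhibition | Measured by: Fluorescence imaging, 20x objective, two fields per well | Schedule: Overnight treatment with compound plus oleate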
HEK293 NOD2/NF-kB = NOD2 signaling inhibitors, cell-based, luminescence, uHTS, HEK293 (AID 1566); inhibition, % at 4 µM; hits with a dose series show EC50 in µM; hit rate 0.63% among 290,000; HEK293 NOD2/NF-kB luciferase reporter, luminescence; higher % means a stronger effect; also: many of its hits are not listed in these tables
Hep lipid drop cells 6.5 µM = second read-out of Hep lipid drop, no call of its own (marks repeat the call); cell count; measured here: cell count, cytotoxicity flag;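 cells counted across two imaged fields per well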
NS5 inhibitors pilot replicate = second read-out of NS5 inhibitors, no call of its own (marks repeat the call); inhibition, %; measured here: pilot screen replicate inhibition
Myeloid diff MLP GFP+ MAC1+ % = further read-out of Myeloid diff MLP, marked with its call; GFP+ MAC1+ double positive, %; measured here: differentiation confirmed by MAC1 staining
Active calls of the source: *; i = inactive; u = inconclusive; x = not tested or not shown. Rule as the data show it, unless noted: active = inhibition above about 50%; inactive = the rest.

SMILES | SIAH1 antagonists | Myeloid diff MLP | Myeloid diff MLP GFP+ MAC1+ % | LYP inhibition | NS5 inhibitors | AID2073 | XIAP displacement | HIV fusion peptide | Hep lipid drop | Hep lipid drop cells 6.5 µM | HEK293 NOD2/NF-kB | others
O=C(CSc1nc2ccccc2o1)Nc1nc2ccccc2s1 | -4.8% | i | 0.4 | -4.8% | -7.6% | 13.9% | -4.3% | 5.3% | x | x | -1.7%
COc1ccc(CCNc2nc(-c3cccc(NC(C)=O)c3)cs2)cc1OC | -3.6% | i | 0.2 | -1.9% | -0.8% | 3.3% | -1.5% | -0.1% | x | x | 19.3%
Cc1ccc(NCc2nnc(SCc3ccc(C#N)cc3)n2Cc2ccco2)c(C)c1 | 1.8% | i | 1.3 | -4.9% | -7.2% | 0.8% | -0.3% | -3.0% | -22.2 | 762 | 4.1%
C/C(CC(=O)Nc1ccc2c(c1)OCCO2)=N\NC(=O)c1ccccc1F | -6.0% | i | 0.8 | -17.4% | -3.3% | 0.6% | x | 0.3% | -21.9 | 699 | 14.2%
O=S(=O)(NC1CC2CCC1C2)c1ccc(Br)s1 (centres undefined) | 1.9% | i | 0.6 | 2.8% | -0.7% | -0.2% | -0.8% | -0.2% | 8.4 | 801 | -3.0%
COc1ccc(/C=N/NC(=S)Nc2ccccc2)cc1COc1ccc(F)cc1F | 1.1% | i | 0.2 | 4.9% | -0.4% | 9.7% | -1.9% | 4.2% | 16.4 | 637 | 2.1%
Cc1ccc(O)c(N=NC2=C(O)CC(C)(C)CC2=O)c1 | -7.3% | u | x | -3.3% | x | -4.8% | -1.6% | 6.1% | 8.7 | 676 | -20.1%
COc1ccc(CNCCC(c2ccc(OC)cc2)c2ccccc2OC)cc1 (centres undefined) | -3.4% | i | 0.8 | -3.2% | -2.0% | 10.1% | x | -2.0% | 0.9 | 828 | 1.5%
O=C(Cn1cnc2ccccc2c1=O)N1CCN(c2ccc(F)cc2)CC1 | 1.9% | i | 0.2 | -4.4% | 0.0% | 8.8% | -8.1% | -1.6% | -1.3 | 703 | 1.6%
COc1cccc(OC)c1OCCCSc1nc(C)cc(=O)[nH]1 | -3.6% | i | 1.1 | -0.8% | -4.2% | -3.7% | -3.1% | 0.0% | 0.5 | 758 | -8.5%
COc1ccc(S(=O)(=O)NCc2ccccn2)cc1NC(=O)c1ccccc1 | -3.4% | u | x | -10.3% | -2.4% | 3.5% | x | -1.1% | -2.0 | 698 | -13.9%
N#CC(C#N)=Cc1cc2ccccc2nc1N1CCOCC1 | 1.1% | i | 0.4 | -5.2% | 4.4% | 5.7% | -0.9% | 3.3% | -29.9 | 495 | 4.7%
O=C1C(Cl)=C(N2CCCC2)C(=O)N1c1ccccc1F | 2.8% | i | 0.7 | -8.7% | 84.4µM* | 11.0% | x | 3.4% | 8.9 | 771 | 12.3%
Cc1nc2sc3c(c2c(=O)[nH]1)CCCC3 | 3.7% | i | 0.9 | -3.1% | 0.0% | -10.8% | x | -0.3% | -4.1 | 691 | 16.4%
COc1cccc(CN2CCNC(=O)C2CC(=O)N(C)Cc2nc(C)cs2)c1OC (centres undefined) | 11.5% | i | 1.5 | -7.6% | -6.4% | -1.9% | x | 1.9% | 0.5 | 700 | 8.0%
COc1ccc(/C=C(\NC(=O)c2ccco2)C(=O)Nc2ccc(C(C)=O)cc2)cc1 | 0.8% | i | 1.1 | 8.0% | 7.2% | 17.2% | x | 1.4% | -9.8 | 688 | -3.8%
Cc1ccc(C(=O)NC(C)c2ccncc2)o1 (centres undefined) | 0.9% | i | 1.9 | -5.7% | 6.2% | 27.6% | x | 1.9% | -9.2 | 738 | 6.3%
O=C(NCCO)C1COc2ccccc2O1 (centres undefined) | 1.7% | i | 0.2 | -4.5% | -7.0% | -1.7% | -3.6% | 0.1% | -0.1 | 719 | 12.1%
CCc1ccc(S(=O)(=O)NC(=S)Nc2ccccc2)cc1 | 0.1% | i | 0.4 | -8.3% | 3.0% | -0.6% | -5.4% | -1.2% | -2.3 | 721 | 20.4%
COc1cc(CNC(C)(C)C)ccc1OCC(=O)NC(C)(C)C | 1.1% | i | 0.4 | -6.2% | -3.0% | -4.9% | -5.0% | 0.5% | 15.9 | 683 | -5.6%
CSc1nnc(SCC2=NNC(=O)SC2)s1 | -2.2% | i | 0.3 | -8.7% | -6.5% | 5.5% | 0.4% | 0.1% | -0.7 | 593 | -0.4%
CC(=O)NCCOC(=O)c1nn(Cc2ccccc2)c(=O)c2ccccc12 | 3.7% | i | 1.9 | 0.2% | -11.9% | -0.6% | x | -0.5% | -10.7 | 749 | 17.0%
Cc1cc(C)nc(NC(=O)c2ccc(C)c([N+](=O)[O-])c2)n1 | -2.4% | i | 0.4 | -2.8% | -4.8% | 0.7% | 0.1% | -2.5% | 0.9 | 683 | 10.7%
O=C(CSc1ccc(-c2ccco2)nn1)NCCc1ccccc1 | 5.4% | x | x | -6.9% | -3.7% | 45.6% | -7.9% | 11.1% | -0.5 | 728 | 9.3%
COc1cccc(N2CCC(N3CCN(C)C(CCO)C3)CC2)c1 (centres undefined) | 1.8% | i | 0.5 | -4.8% | x | -1.5% | x | -1.1% | -2.3 | 749 | -5.2%
CSC1CCCCC1(O)CSc1nc2c(cc1C#N)CCCC2 (centres undefined) | -3.3% | x | x | 3.1% | -10.5% | -30.4% | 0.0% | -1.8% | -4.6 | 714 | 7.0%
COC(CNc1cc(=O)oc2ccccc12)OC | -1.2% | i | 2.1 | -5.0% | -2.3% | -4.1% | 0.7% | 15.6% | 11.3 | 809 | 9.4%
Cc1ccc(C)c(NC(=O)CC2Oc3ccccc3NC2=O)c1 (centres undefined) | 4.1% | i | 1.0 | -1.3% | 2.0% | 1.6% | x | 0.5% | 1.7 | 734 | -2.0%
CC(Sc1nc2ccccc2[nH]1)C(=O)O (centres undefined) | -5.4% | i | 0.4 | -12.2% | -1.4% | -9.3% | -4.5% | 0.1% | 4.3 | 725 | 3.7% | NS5 inhibitors pilot replicate=-1.8
COCCNC(=O)CCCCCn1c(=S)[nH]c2ccccc2c1=O | 1.7% | i | 1.2 | 4.1% | -6.8% | -47.7% | -4.7% | -1.9% | x | x | 6.4% | NS5 inhibitors pilot replicate=-2.9
CCOC(=O)CSc1nc2c(cnn2-c2ccc(Cl)cc2)c(=O)[nH]1 | 4.3% | i | 0.5 | -8.1% | -2.6% | 8.8% | x | -0.9% | 0.9 | 821 | 14.5%
CC(=O)Nc1ccc(S(=O)(=O)Nc2ccccc2C(=O)N2CCCC2)cc1 | -0.6% | i | 0.8 | -5.9% | -0.8% | 11.5% | x | 1.3% | -0.6 | 855 | -8.2%
CC(C)Cc1nc2sc3c(c2c(=O)n1N)CC(C(C)C)OC3 (centres undefined) | 3.7% | i | 0.1 | -0.4% | -4.7% | 4.9% | x | -1.6% | -2.3 | 729 | -2.3%
CCCS(=O)(=O)N1CCC(C(=O)N2CCc3ccccc3C2)CC1 | 6.8% | i | 0.8 | -9.6% | 1.4% | -13.5% | 2.5% | -1.8% | x | x | 9.5%
COc1ccc(S(N)(=O)=O)cc1C(=O)NCCCN1CCN(c2ccccc2OC)CC1 | -0.1% | i | 0.3 | -5.2% | 1.9% | -1.9% | -2.5% | -1.3% | 5.4 | 737 | 3.9%
Clc1ccc(N=c2ssnc2Cl)cc1 | -2.3% | i | 0.3 | -6.0% | -7.4% | -17.4% | -0.1% | 1.2% | -1.9 | 744 | -0.3%
COCCNC(=O)C(c1ccc(Cl)cc1)N(Cc1ccco1)C(=O)CCC(=O)Nc1ccccn1 (centres undefined) | 0.4% | i | 4.3 | -1.3% | 5.5% | 5.3% | x | 1.3% | -2.9 | 732 | 3.8%
CC(=O)Nc1ccc([N+](=O)[O-])c(CS(=O)(=O)c2ccc(C)cc2)c1[N+](=O)[O-] | 4.6% | i | 2.2 | -6.2% | 4.1% | u | x | -0.3% | -2.8 | 782 | -8.1%
COCCNS(=O)(=O)c1ccc(F)c(OC)c1 | 1.7% | i | 7.4 | -3.6% | -16.2% | 0.9% | -6.5% | 1.6% | -0.1 | 766 | -2.5%
CCn1cc(C(=O)N2CCCC(CO)(Cc3ccccc3C)C2)cn1 (centres undefined) | 3.7% | i | 2.3 | -8.2% | -2.3% | 15.3% | x | 1.0% | 12.0 | 734 | 10.2%

Reprinted at random: 4 compounds from above
SMILES | SIAH1 antagonists | Myeloid diff MLP | Myeloid diff MLP GFP+ MAC1+ % | LYP inhibition | NS5 inhibitors | AID2073 | XIAP displacement | HIV fusion peptide | Hep lipid drop | Hep lipid drop cells 6.5 µM | HEK293 NOD2/NF-kB | others
Clc1ccc(N=c2ssnc2Cl)cc1 | -2.3% | i | 0.3 | -6.0% | -7.4% | -17.4% | -0.1% | 1.2% | -1.9 | 744 | -0.3%
CSc1nnc(SCC2=NNC(=O)SC2)s1 | -2.2% | i | 0.3 | -8.7% | -6.5% | 5.5% | 0.4% | 0.1% | -0.7 | 593 | -0.4%
CC(=O)NCCOC(=O)c1nn(Cc2ccccc2)c(=O)c2ccccc12 | 3.7% | i | 1.9 | 0.2% | -11.9% | -0.6% | x | -0.5% | -10.7 | 749 | 17.0%
COCCNC(=O)C(c1ccc(Cl)cc1)N(Cc1ccco1)C(=O)CCC(=O)Nc1ccccn1 (centres undefined) | 0.4% | i | 4.3 | -1.3% | 5.5% | 5.3% | x | 1.3% | -2.9 | 732 | 3.8%

(list continues)
SMILES | SIAH1 antagonists | Myeloid diff MLP | Myeloid diff MLP GFP+ MAC1+ % | LYP inhibition | NS5 inhibitors | AID2073 | XIAP displacement | HIV fusion peptide | Hep lipid drop | Hep lipid drop cells 6.5 µM | HEK293 NOD2/NF-kB | others
Cc1ccc(C2(C)NC(=O)N(CC(=O)NCc3cccc(Cl)c3)C2=O)cc1 (centres undefined) | 1.2% | i | 1.2 | -8.4% | 3.3% | 0.3% | x | -0.8% | -5.6 | 711 | 4.0%
CN(C(=O)c1ccc(S(=O)(=O)N2CCCC2)cc1)C1CCCCC1 | -0.7% | i | 0.3 | -6.0% | -6.5% | 4.2% | -2.4% | 1.9% | 18.2 | 779 | 1.4%
CCOc1ccc(-n2nnnc2SCC(=O)NNC(=O)c2ccco2)cc1 | -0.5% | i | 0.6 | -5.5% | -3.7% | -2.4% | -3.1% | -1.2% | -15.6 | 717 | 11.0%
Cc1ccc(C(=O)N[C@@H](Cc2ccccc2)C(=O)N2CCC3(CC2)NCCc2[nH]cnc23)cc1C | 6.6% | i | 0.0 | -4.2% | -8.5% | 5.9% | x | 1.9% | 1.4 | 735 | 11.5%

An excerpt, so the mix of outcomes need not match the whole.
